ST2 inh: inhibitors of human ST2 (IL1RL1) binding to IL-33. Q01638. AlphaLISA ST2-Fc/biotin-IL-33 interaction, 1 h. inhibition, % for hits at 17 µM. 2.3% of 78,000 active; in the data active = inhibition above about 30%; inconclusive = mostly about 10% to 28%
Target sequence (Q01638 whole entry, looked up): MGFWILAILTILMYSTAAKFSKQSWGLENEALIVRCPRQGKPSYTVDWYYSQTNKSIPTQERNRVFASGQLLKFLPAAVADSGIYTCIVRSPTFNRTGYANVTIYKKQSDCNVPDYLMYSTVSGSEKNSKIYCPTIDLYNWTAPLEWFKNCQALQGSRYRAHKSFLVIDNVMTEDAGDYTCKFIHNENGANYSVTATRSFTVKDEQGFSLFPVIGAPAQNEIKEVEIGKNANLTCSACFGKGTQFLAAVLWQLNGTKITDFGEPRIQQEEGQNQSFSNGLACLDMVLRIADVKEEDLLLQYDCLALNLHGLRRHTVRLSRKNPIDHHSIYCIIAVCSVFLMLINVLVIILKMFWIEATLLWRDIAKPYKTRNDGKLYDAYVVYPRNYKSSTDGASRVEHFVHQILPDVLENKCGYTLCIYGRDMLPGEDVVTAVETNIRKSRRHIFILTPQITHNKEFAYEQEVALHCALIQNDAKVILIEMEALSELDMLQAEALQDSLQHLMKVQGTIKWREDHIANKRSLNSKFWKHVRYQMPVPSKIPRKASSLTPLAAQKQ
* hit, by the source's call; i = inactive; ? = inconclusive.

entry	SMILES	ST2 inh
1	Cc1nc2nc(C)c(NC(=O)Nc3ccccc3C(F)(F)F)c(=O)n2[nH]1	i
2	O=C(N[C@H]1CO[C@H]2[C@@H]1OC[C@@H]2Nc1nccc(-c2cccc(F)c2)n1)c1cccs1	i
3	O=C(Nc1cccnc1)c1cnn(-c2ccccc2)c1C1CCNCC1	i
4	Cc1nn(CCCC(=O)Nc2cc(Oc3ccccc3)cc([N+](=O)[O-])c2)c(C)c1[N+](=O)[O-]	?
5	CCOC(=O)CSc1cc(C(=O)O)c2ccccc2n1	i
6	CO[C@H]1CN(c2ncnc3sccc23)CC[C@H]1N	i
7	CN(C)CC[C@@H](c1ccc(Br)cc1)c1ccccn1	i
8	COc1ccc(CCN2CC34C=CC(O3)C(C(=O)NCc3ccccc3)C4C2=O)cc1OC (stereo unspecified)	i
9	Cc1ccc(NC(=O)c2ccccc2-c2nc3ccccc3[nH]2)cc1	i
10	CC(C)NC[C@H](O)COc1cccc2ccccc12	i
11	Cc1ccc(-n2c(=O)c3sccc3n(CC(N)=O)c2=O)cc1	?
12	CC1CN(C(=O)c2cc3c(=O)n4ccccc4nc3n2C)CC(C)O1 (stereo unspecified)	i
13	C=CCOC(=O)C1=C(C)NC(=O)NC1c1cccc(OCC)c1 (stereo unspecified)	i
14	O=[N+]([O-])c1ccc(N2CCN(Cc3ccncc3)CC2)cc1	?
15	CC1CCCN(C(=O)c2cc3c(=O)oc4ccccc4c3s2)C1 (stereo unspecified)	i
16	Cc1ccc(C(=O)c2ccco2)cc1C	i
17	CCOC(=O)C(CC)n1cnc2c(cnn2-c2ccc(Cl)cc2)c1=O (stereo unspecified)	i
18	CC1=C(C(=O)Nc2ccccc2C)C(c2ccc3c(c2)OCO3)C2=C(CC(C)(C)CC2=O)N1 (stereo unspecified)	i
19	CN(Cc1ccccc1)S(=O)(=O)c1ccc(C(=O)O)o1	i
20	CCOC(=O)CC(=O)CN1C(=O)c2ccccc2C1=O	?
21	Cc1ccn2c(Nc3ccc4c(c3)OCO4)c(-c3ccc(C)o3)nc2c1	?
22	COC(=O)[C@H]1C[C@@H](O)CCN1C(=O)c1ccccc1NCc1cccs1	i
23	O=C1CC(N2CCN(c3ccc(F)cc3)CC2)C(=O)N1c1cccc(Cl)c1 (stereo unspecified)	i
24	CCOCCCn1c(SCC(=O)OCC)nc2c(sc3ccccc32)c1=O	i
25	CSc1ccc(OC(=O)c2ccccc2F)cc1	i
26	CC(C)C(NC(=O)COc1cccnc1)c1nnc2n1CCNCC2 (stereo unspecified)	i
27	CN(C(=O)c1cccs1)C(Cc1ccccc1)C1CCN(C(=O)CC2=CCCCC2)CC1 (stereo unspecified)	?
28	COc1ccc(NC(=O)Cn2c(C(F)(F)F)nc3ccccc32)cc1	i
29	CCCCN(C)C(=O)CCS(=O)(=O)c1cc(Br)cc2c1N(C(=O)CC)CC2	?
30	Cc1cccn2c(=O)c3cc(C(=O)Nc4ccccc4C(N)=O)n(C)c3nc12	?
31	CCC1CCCCN1S(=O)(=O)c1ccc2[nH]c(=O)cc(C(=O)NCCC3=CCCCC3)c2c1 (stereo unspecified)	i
32	COc1ccc(CCNC(=O)c2cn(Cc3cccc4ccccc34)nn2)cc1	i
33	CC(C)NC(=O)C1CCC(Cn2c(=O)c3sccc3n(CC(=O)NCc3ccccc3)c2=O)CC1 (stereo unspecified)	i
34	Clc1cccc(Cl)c1CN1CCN(c2ncccn2)CC1	i
35	Cc1cc(C(=O)N2CCC(n3nc(C)cc3C)C2)c2ccc(F)cc2n1 (stereo unspecified)	i
36	CC(C)CC(NC1CCN(C(=O)c2ccccc2)CC1)c1ncnn1C (stereo unspecified)	?
37	COc1ccccc1C1CC(c2ccccc2Cl)Nc2nc(N)nn21 (stereo unspecified)	i
38	O=[N+]([O-])c1c(Nc2ccccc2)sc2ccccc12	37.0%*
39	CCCNC(=O)Cn1c(=O)n(Cc2ccc(C(=O)NC)cc2)c(=O)c2cc(OC)c(OC)cc21	i
40	COc1ccc(C2C3=C(CC(C)(C)CC3=O)NC3=C2C(=O)c2ccccc23)cc1OC (stereo unspecified)	?
41	CCCn1nccc1NC(=O)c1cccc(CN2C[C@@H](C)O[C@@H](C)C2)c1	i
42	NC(=O)C1CCN([C@H]2[C@@H]3OC[C@@H](O3)[C@@H](NC(=O)NC3CCCCC3)[C@@H]2O)CC1	i
43	Cc1ccc(-n2c(=O)c3c4c(sc3n(CC(=O)NCc3ccco3)c2=O)CCC4)cc1C	i
44	O=c1[nH]c2ccc(S(=O)(=O)NCc3ccc4c(c3)OCO4)cc2[nH]c1=O	i
45	CCCC(=O)N1c2ccccc2-c2nnc(SC)nc2OC1C (stereo unspecified)	i
46	COc1ccc(C)cc1NC(=O)CN(c1ccc(C)c(Cl)c1)S(C)(=O)=O	i
47	O=C(c1cn(C2CCCCC2)nn1)N(Cc1ccccn1)CC1CCCO1 (stereo unspecified)	i
48	Cc1cc(-c2ccccc2)[n+]2ccccc2n1	?
49	Cc1ccc(C)c(NC(=O)CN2C(=O)C(=O)c3ccccc32)c1	?
50	Cc1cccc(C)c1OCC(C)NCC(=O)Nc1cnccn1 (stereo unspecified)	i

Next section:
entry	SMILES	ST2 inh
51	CCN(CC)C(=O)[C@@H](C)[C@@H]1CC[C@@]2(C)CC[C@H](NC(=O)C3CC3)[C@@H](C)[C@@H]2[C@H]1O	i
52	COc1ccc(NC(=O)c2oc3ccccc3c2NC(=O)C(C)(C)C)c(OC)c1	i
53	CCC(C)NC(=O)CSc1c2c(nc3cc(Cl)ccc13)CCCC2 (stereo unspecified)	i
54	N#Cc1cccc(NC(=S)N[C@H]2CO[C@H]3[C@@H]2OC[C@@H]3n2nnnc2Oc2ccc3c(c2)OCO3)c1	i
55	CC(C)Cn1cc(C(=O)NCc2ccco2)c(=O)c(C(=O)N2CCC(Cc3ccccc3)CC2)c1	?
56	CC(C)(C)c1cn(C2CCN(C(=O)CN3CCCCC3=O)CC2)nn1	i
57	NCC(O)(CS(=O)(=O)O)c1ccc(Cl)cc1 (stereo unspecified)	i
58	Cc1ccc(CNC(=O)CCCn2c(=O)c3sccc3n(Cc3ccccc3C)c2=O)cc1	i
59	CCCN1CCC(N(CC)Cc2ccccc2)CC1	?
60	Cc1c(C(=O)O)sc2ncn(CC(=O)Nc3cccc(C(F)(F)F)c3)c(=O)c12	i
61	O=C1NC(=O)/C(=C\c2ccc(-c3ccc(F)c(Cl)c3)o2)S1	34.0%*
62	COc1ccc(NS(=O)(=O)c2c(C)[nH]c(=O)[nH]c2=O)c(OC)c1	?
63	Cc1ccccc1CSC1=NCCN1C(=O)C1CCCCC1	i
64	CS(=O)(=O)c1cccc(C(=O)N2CCC(Cc3cccc(C(N)=O)c3)C2)c1 (stereo unspecified)	i
65	COCC(c1ccccn1)N(C)Cc1ccnc2ccccc12 (stereo unspecified)	?
66	CC(=O)Nc1ccc(Cl)c(C(=O)N(C)Cc2nc3ccccc3n2C)c1	?
67	COc1cccc(Cn2c(CNS(=O)(=O)c3cnn(C(F)F)c3C)nc3cccnc32)c1	?
68	CCN(C1CCCCC1)S(=O)(=O)c1ccc(OC)c(OC)c1	i
69	O[C@@H]1CN(Cc2cccn2-c2ncccn2)CC[C@H]1c1ccc(F)cc1	?
70	CCOc1cc2c(cc1OCC)C(c1ccc(OC)c(OC)c1)OC(=O)C2 (stereo unspecified)	i
71	CN1C(=O)c2ccccc2Sc2ccc(C(=O)N3CCCC3)cc21	i
72	CCOc1ccc(/C=C2\N=C(c3cccc(F)c3)OC2=O)cc1OC	i
73	NC(=O)CO[C@@H]1CO[C@H]2[C@@H]1OC[C@@H]2NC(=S)Nc1ccc(F)cc1	i
74	CSc1ccc(CNCc2cccnc2N2CCCC(O)C2)cc1 (stereo unspecified)	i
75	O[C@H]1CN[C@H](c2nc(-c3ccc4c(c3)OCO4)no2)C1	i

Four entries drawn at random from those above, as already listed:
entry	SMILES	ST2 inh
74	CSc1ccc(CNCc2cccnc2N2CCCC(O)C2)cc1 (stereo unspecified)	i
75	O[C@H]1CN[C@H](c2nc(-c3ccc4c(c3)OCO4)no2)C1	i
70	CCOc1cc2c(cc1OCC)C(c1ccc(OC)c(OC)c1)OC(=O)C2 (stereo unspecified)	i
63	Cc1ccccc1CSC1=NCCN1C(=O)C1CCCCC1	i

(cont.)
entry	SMILES	ST2 inh
76	Cc1ccc(NC(=O)CC(=O)NCC2CCS(=O)(=O)C2)c(C)c1 (stereo unspecified)	i
77	COc1ccccc1/C=C(\C#N)c1nc(-c2cccc([N+](=O)[O-])c2)cs1	i
78	Cc1ccc(-n2ncc3c([N+](=O)[O-])cc([N+](=O)[O-])cc32)cc1	62.0%*
79	Cc1ccc(S(=O)(=O)N2CCSC2c2ccc(Br)cc2)c(C)c1 (stereo unspecified)	?
80	O=C(Nc1ccccc1F)C(Cc1ccccc1)NS(=O)(=O)c1cccs1 (stereo unspecified)	i
81	O=c1oc(-c2ccco2)nc2sc3c(c12)CCC3	?
82	CC(C)NCC(O)c1cc(O)cc(O)c1 (stereo unspecified)	i
83	COc1ccccc1OCc1cc(C(=O)N(C)C(C)c2cccs2)no1 (stereo unspecified)	?
84	N=C1S/C(=C\c2ccccc2F)C(=O)N1c1ccc2c(c1)OCO2	i
85	COc1cc(Br)c(Br)c(C=Nc2ccc(F)cc2)c1O	i
86	CC(=O)Nc1ccsc1C(=O)N(C)C1Cc2ccccc2C1	?
87	COc1cc(C)nc(N(C)S(=O)(=O)c2ccccc2Cl)n1	?
88	O=C(NC[C@H]1O[C@@H](CC(=O)N2CCOCC2)[C@H](O)[C@@H]1O)c1ccc2c(c1)OCO2	i
89	CCOc1cc(C)c(Cl)cc1S(=O)(=O)N1CCNC(C(=O)O)C1 (stereo unspecified)	i
90	COc1ccc(NC(=O)N[C@H]2CO[C@H]3[C@@H]2OC[C@H]3OC(=O)Nc2ccc(C(C)C)cc2)cc1	i
91	CCc1cccc(N(C)C(N)=Nc2cccc3ccccc23)c1	i
92	Brc1ccc(NC2=Nc3ccccc3SC2)cc1	i
93	O=C(Cn1c(=O)n(-c2ccccc2)c(=O)c2sccc21)NC1CCCC1	i
94	Cc1c(Cl)cccc1N1COc2ccc3c(C)cc(=O)oc3c2C1	i
95	COc1ccccc1-c1ccnc(N[C@H]2CO[C@H]3[C@@H]2OC[C@@H]3NC(=O)c2ccccc2)n1	i
96	CCC(=O)Nc1ccc(C(=O)Nc2cccc(C(=O)NC(C)(C)C)c2)cc1	i
97	CC(Oc1ccccc1)C(=O)N1CCN=C1SCc1ccccc1F (stereo unspecified)	i
98	COc1ccc(-c2ccc3c(c2)C(=O)N2CC[C@H](NC(=O)c4cccs4)[C@H]2C(=O)N3)c(OC)c1	?
99	CCC(C)NS(=O)(=O)c1cccc2cccnc12 (stereo unspecified)	i
100	N#Cc1c(N)n(C2CCCC2)c2nc3ccccc3nc12	?
101	Cc1cc(C)n2nc(C)c(C(=O)N3CCC4(CN(C)C(=O)O4)C3)c2n1 (stereo unspecified)	i
102	COc1cccc2cc(C(=O)Nc3ccccc3)c(=Nc3ccc(C#N)cc3)oc12	?
103	Cc1cccc(NC(=O)C(Cc2ccccc2)NS(=O)(=O)c2cccs2)n1 (stereo unspecified)	?
104	CCCCNc1c(C(=O)OCC)c(C)nc2c1cnn2CC	i
105	COc1ccc(Br)cc1C1CC(=O)Nc2cc(C)c(C)cc21 (stereo unspecified)	?
106	Cc1cccc(C(=O)Nc2c3c(nn2-c2ccccc2C)CSC3)c1	i
107	O=C(Nc1ccc(-c2nc3ccccc3s2)cc1)c1cc(=O)c2ccccc2o1	?
108	COc1ccc(CC(=O)N(C)CC2CCCN(CCc3cccc(C(F)(F)F)c3)C2)cc1 (stereo unspecified)	i
109	O=C(Nc1cc(Cl)ccc1Cl)c1ccccc1Br	i
110	CCCCNS(=O)(=O)c1cc(OC)ccc1OC	i
111	Cc1cc(-c2nc(-c3ccc(Cl)cc3)no2)ccc1[N+](=O)[O-]	i
112	CC(C)CN[C@H]1CO[C@H]2[C@@H]1OC[C@@H]2Nc1nccc(C(C)(C)C)n1	i
113	Cc1cc(CN(Cc2ccsc2)Cc2ccco2)n(C)n1	i
114	CCN(CC)c1ncccc1CNC(=O)C1CCN(C(=O)N(C)C)CC1	?
115	CCn1c(C2CCCN(C(=O)c3cccnc3NC)C2)nn(C)c1=O (stereo unspecified)	i
116	CCC(C)C(=O)OC1CC(O)C23C4OCC5(C(O)CC2C1(C)C(O)O4)C3C(=O)CC1(C)C(c2ccoc2)CC2OC215 (stereo unspecified)	i
117	Cc1ccccc1-n1cc(-c2ccnc(NC3CCNCC3)n2)cn1	i
118	FC(F)(F)C1CN(c2nnnn2-c2ccc(-c3ccccc3)cc2)CCO1 (stereo unspecified)	i
119	Cc1nnc(C)c2c(C)n(-c3ccc(Br)cc3)c(C)c12	i
120	COc1ccc2nc(N3CCCC(C(=O)NC(C)C)C3)sc2c1 (stereo unspecified)	i
121	OCc1cn(-c2ccccc2)nc1-c1ccc(Br)cc1	i
122	CSCC(=O)N[C@H]1CCN2C(=O)N(c3ccc(C(C)C)cc3)C(=O)[C@@H]2C1	52.0%*
123	COC(=O)c1cn([C@H]2CO[C@H]3[C@@H]2OC[C@@H]3NC(=O)NCc2ccccc2)nn1	?
124	Cc1ccn2c(NC(=O)C(C)(C)C)c(-c3ccc(F)cc3)nc2c1	i

Six compounds from above, ordered by SMILES length, falling.
entry	SMILES	ST2 inh
123	COC(=O)c1cn([C@H]2CO[C@H]3[C@@H]2OC[C@@H]3NC(=O)NCc2ccccc2)nn1	?
108	COc1ccc(CC(=O)N(C)CC2CCCN(CCc3cccc(C(F)(F)F)c3)C2)cc1 (stereo unspecified)	i
124	Cc1ccn2c(NC(=O)C(C)(C)C)c(-c3ccc(F)cc3)nc2c1	i
106	Cc1cccc(C(=O)Nc2c3c(nn2-c2ccccc2C)CSC3)c1	i
117	Cc1ccccc1-n1cc(-c2ccnc(NC3CCNCC3)n2)cn1	i
113	Cc1cc(CN(Cc2ccsc2)Cc2ccco2)n(C)n1	i

Screening results as filed in PubChem BioAssay.

This is a subset. The share of hits here may be higher or lower than overall.
